Pol eta inh = qHTS for Inhibitors of Polymerase Eta; DNA polymerase eta (Homo sapiens), Q9Y253; recombinant Pol eta, fluorescent DNA replication assay; Potency, µM (titrated, usually from 114 µM), without a hit: top-dose activity change, negative = inhibition, hits mostly inhibitors; 1.2% of 390,000 active; AID 588591, 2011; further: potency means the concentration at half of the fitted maximal effect; on the % scale 0 is the no-effect control and ±100 the full control effect
Target sequence (Q9Y253 whole entry, looked up): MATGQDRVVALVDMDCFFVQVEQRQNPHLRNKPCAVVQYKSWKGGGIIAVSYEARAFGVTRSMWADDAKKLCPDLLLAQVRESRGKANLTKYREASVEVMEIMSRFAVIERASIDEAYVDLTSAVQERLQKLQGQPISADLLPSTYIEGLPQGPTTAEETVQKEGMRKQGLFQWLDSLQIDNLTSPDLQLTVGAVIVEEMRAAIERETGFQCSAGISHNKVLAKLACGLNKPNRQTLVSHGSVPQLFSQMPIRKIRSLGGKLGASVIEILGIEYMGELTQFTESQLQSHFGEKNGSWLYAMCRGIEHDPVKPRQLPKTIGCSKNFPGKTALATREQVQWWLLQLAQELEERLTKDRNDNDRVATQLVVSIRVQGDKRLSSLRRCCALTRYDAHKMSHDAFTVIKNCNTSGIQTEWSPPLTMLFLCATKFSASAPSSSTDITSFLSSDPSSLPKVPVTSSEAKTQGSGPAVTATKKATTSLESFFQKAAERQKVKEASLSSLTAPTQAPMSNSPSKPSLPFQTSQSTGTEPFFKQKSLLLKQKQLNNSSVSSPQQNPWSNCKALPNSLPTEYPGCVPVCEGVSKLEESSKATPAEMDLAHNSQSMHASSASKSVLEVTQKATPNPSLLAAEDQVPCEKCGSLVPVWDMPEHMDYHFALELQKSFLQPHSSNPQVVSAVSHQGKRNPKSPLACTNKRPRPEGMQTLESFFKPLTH
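Pol eta (10 nM) was preincubated with compounds for 15 min at room temperature, after which fluorescent replication substrate (50 nM final) was added to start the reaction. Fluorescence was read kinetically at 0 and 10 min.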
BLM helicase inh = qHTS Assay for Inhibitors of Bloom's syndrome helicase (BLM); RecQ-like DNA helicase BLM (Homo sapiens), P54132; recombinant BLM DNA unwinding, fluorescence dequenching; Potency, µM (highest dose often 56.1 µM), without a hit: at the highest dose activity change, negative = inhibition, hits mostly inhibitors; 0.2% of 350,000 active; AID 2528, 2010;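 further: potency means the concentration at half of the fitted maximal effect; plate controls were vehicle for no effect and no enzyme for full effect; nearly all actives have a fitted effect of over 35% in size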
GRP78 ERSR act = qHTS for Inducers of the Endoplasmic Reticulum Stress Response (ERSR) in Human Glioma: qHTS; Potency, µM, inactives show at the highest dose activation, actives largely listed as activators; U87-MG GRP78 promoter luciferase reporter, 16 h; 0.02% of 420,000 active; further: potency means the concentration at half of the fitted maximal effect; series mostly up to about 76 µM; % of control where 0% means no effect; nearly all actives have a fitted effect of over 35% in size
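Stably transfected U87-MG glioma cells carrying a GRP78-based luciferase sensor; 16 h compound incubation. Luminescence end-point read 10 min after Bright-Glo addition at room temperature.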
Pol beta inh = qHTS Assay for Inhibitors of DNA Polymerase Beta; Pol beta primer extension/strand displacement, fluorescence kinetic; 1.3% of 340,000 active; AID 485314, 2010; Potency, µM (top dose mostly 114 µM), for inactives: at the highest dose activity change, negative = inhibition, hits mostly inhibitors; further: potency means the concentration at half of the fitted maximal effect; on the % scale 0 is the no-effect control and ±100 the full control effect
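Curves were derived by four-parameter Hill fits of normalized qHTS data. The kinetic fluorescent primer-extension read was taken at 0 and 10 min after 50 nM substrate, following a 15 min room-temperature preincubation of 10 nM enzyme with compounds.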
Pol kappa inh = qHTS for Inhibitors of Polymerase Kappa | purified Pol kappa, fluorescent DNA synthesis assay, 10 min | Potency, µM (titrated, usually from 107 µM), without a hit: top-dose activity, negative = inhibition, hits mostly inhibitors | 0.53% of 400,000 active | AID 588579, 2011; further: potency means the concentration at half of the fitted maximal effect; on the % scale 0 is the no-effect control and ±100 the full control effect
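Activity was followed as the change in fluorescence between reads at 0 and 10 min after starting the reaction with 50 nM substrate. Beforehand, 10 nM polymerase had been preincubated with compound for 15 min at room temperature.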
APEX1 inh = qHTS Assay for Inhibitors of the Human Apurinic/apyrimidinic Endonuclease 1 (APE1). recombinant APE1, TAMRA/BHQ-2 abasic DNA cleavage fluorescence. Potency, µM (series often up to 65.8 µM), inactives show at the top dose activity change, negative = inhibition, actives largely listed as inhibitors. 0.35% of 350,000 active. AID 2517, 2012;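 further: potency means the concentration at half of the fitted maximal effect; plate controls were vehicle for no effect and reference inhibitor for full effect; nearly all actives have a fitted effect of over 55% in size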
Target sequence (P27695 whole entry, looked up): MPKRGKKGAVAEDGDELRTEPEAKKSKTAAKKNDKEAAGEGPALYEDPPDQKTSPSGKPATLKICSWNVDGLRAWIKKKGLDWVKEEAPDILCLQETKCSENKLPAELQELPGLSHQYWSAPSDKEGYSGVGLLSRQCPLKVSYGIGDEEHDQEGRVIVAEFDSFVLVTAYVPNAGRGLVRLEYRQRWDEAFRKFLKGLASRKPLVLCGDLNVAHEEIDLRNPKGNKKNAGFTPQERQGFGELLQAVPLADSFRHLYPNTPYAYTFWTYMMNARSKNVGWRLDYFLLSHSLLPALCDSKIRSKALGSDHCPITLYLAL
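0.75 nM APE1 + cpd, 15 min RT; start w/ 50 nM TAMRA/BHQ-2 THF-abasic dsDNA; kinetic fluor 525/598 nm ×3 reads @60 s; Δ(read3−read1); normalized to DMSO and NSC13755 control wells.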
Anesthetic bind = qHTS Assay for Identification of Novel General Anesthetics; apoferritin/1-aminoanthracene competitive binding, fluorescence; 0.074% of 350,000 active; Ferritin light chain (Equus caballus), P02791; Potency, µM (series often up to 77.5 µM), for inactives: top-dose activity change, negative = displacement, most hits filed as inhibitors; further: potency means the concentration at half of the fitted maximal effect; on the % scale 0 is the no-effect control and ±100 the full control effect; nearly all actives have a fitted effect of over 20% in size
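Horse-spleen apoferritin (10 uM) in 50% saturated 1-aminoanthracene in PBS was incubated 10 min at room temperature with compound. Fluorescence (ex 380, em 535 nm) was normalized to free and bound 1-AMA, with concentration-response fitted by a four-parameter Hill equation.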
POLI inh = qHTS for Inhibitors of Polymerase Iota. Potency, µM (doses to about 115 µM), for the others: at the top dose activity, negative = inhibition, hits mostly inhibitors. Pol iota fluorescent replication assay, 10 min. AID 588590, 2011. DNA polymerase iota (Homo sapiens), Q9UNA4. 1% of 390,000 active; further: potency means the concentration at half of the fitted maximal effect
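Pol iota at 10 nM preincubated 15 min with compounds at room temperature; reaction started with fluorescent substrate, 50 nM final. Fluorescence read kinetically at 0 and 10 min; buffer-only wells as negative control.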
LDHA inh = qHTS assay for inhibitors of human lactate dehydrogenase; L-lactate dehydrogenase A chain (Homo sapiens), P00338; 0.15% of 480,000 active; purified LDHA, NADH/diaphorase-resazurin fluorescence; active compounds read low; activity change, % (values are at about 110 or 230 µM); in the data active means activity change below about -30%; inconclusive means mostly about -25% to -30%;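 further: plate controls were DMSO wells for no effect and wells without enzyme for full effect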
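Human LDH5 at 2 nM final in Tris HCl pH 7.4 with 0.06 mM NADH and 0.2 mM pyruvate, reacted 5 minutes at room temperature. Remaining NADH coupled via diaphorase/resazurin; resorufin fluorescence read at 0 and 20 minutes, normalized to enzyme-free and DMSO wells.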
Numbers without * were called inactive; & = joins results of further samples; [ ] = dose if it differs, or a comment. Unless noted, the call rests on the fitted dose curve; in most records, active means well fitted curve in the direction sought with a large enough effect; inconclusive means small, poorly fitted or top-dose-only effect, or another doubt; inactive means no such curve, though single readings can be large; an effect the other way counts as inactive or inconclusive. This is a subset (hit frequency here may not be typical).

Screening CC(=O)Nc1ccc(NC(=O)CSc2ccc3nnc(CCNC(=O)c4ccccc4)n3n2)cc1 returned Pol eta inh 0%, BLM helicase inh -1%, GRP78 ERSR act -3%, Pol beta inh 22%, Pol kappa inh 3%, APEX1 inh 14%, Anesthetic bind -4%, POLI inh 64%[activator] and LDHA inh -2.
Screening CC(=O)c1ccc([N+](=O)[O-])cc1 returned Pol eta inh -2%, GRP78 ERSR act 1%, Pol kappa inh -12%, APEX1 inh -25%&1%, POLI inh -12% and LDHA inh -4.
`COCCNC(=O)C1CCC(CNS(=O)(=O)c2ccc3c(c2)CC(C)N3C(=O)C2CC2)CC1` (configuration not stated) gave Pol eta inh -9%, BLM helicase inh 0%, GRP78 ERSR act -5%, Pol beta inh -18%, Pol kappa inh -24%, APEX1 inh 15%, Anesthetic bind -6%, POLI inh -6% and LDHA inh -1.
`C=C(C)Cc1c(C)c(C#N)c2nc3ccccc3n2c1NCCCN(C)C` gave Pol eta inh -3%, BLM helicase inh 1%, GRP78 ERSR act 1%, Pol beta inh 17%, Pol kappa inh 2%, APEX1 inh -3%, Anesthetic bind 54%[activator], POLI inh 135%[activator] and LDHA inh -7.
Screening Cc1cc(C)cc(NC(=O)CSc2nc3ncccc3[nH]2)c1 returned Pol eta inh -13%, BLM helicase inh -1%, GRP78 ERSR act -3%, Pol beta inh -12%, Pol kappa inh -3%, Anesthetic bind -9%, POLI inh 12% and LDHA inh 1.
`O=C(Nc1ccc(C(=O)N2CCOCC2)cc1)c1cc(-c2cccnc2)nc2ccc(Br)cc12` gave Pol eta inh -20%, BLM helicase inh -10%, GRP78 ERSR act -5%, Pol beta inh 3%, Pol kappa inh -11%, APEX1 inh -2%, Anesthetic bind -6%, POLI inh 119%[activator] and LDHA inh -6.
Cc1ccc(NC(=O)CCNC(=O)c2ccc([N+](=O)[O-])cc2)cc1C was read as Pol eta inh -22%, BLM helicase inh -4%, GRP78 ERSR act 19%, Pol beta inh 14%, Pol kappa inh -3%, APEX1 inh 9%, Anesthetic bind -15%, POLI inh 43%[activator] and LDHA inh -9.
For O=C(CSc1nccc(-c2cccs2)n1)Nc1cccc(Cl)c1 the results were Pol eta inh -12%, BLM helicase inh -9%, GRP78 ERSR act -1%, Pol beta inh 0%, Pol kappa inh -11%, APEX1 inh -1%, Anesthetic bind inconclusive, POLI inh 39%[activator] and LDHA inh -5.
For CC(=O)c1cc(F)c(N2CCN(C(=O)Cc3ccccc3)CC2)cc1C the results were Pol eta inh -9%, BLM helicase inh 8%, GRP78 ERSR act 1%, Pol beta inh -29%, Pol kappa inh -10%, APEX1 inh -7%, Anesthetic bind -17%, POLI inh 15% and LDHA inh -8.
COc1ccc(OC)c(/C=N/NC(=O)c2ccc(N(C)S(=O)(=O)c3ccccc3)cc2)c1 was read as Pol eta inh -15%, BLM helicase inh -12%, GRP78 ERSR act -2%, Pol beta inh -14%, Pol kappa inh -4%, APEX1 inh -3%, Anesthetic bind 111%[activator], POLI inh inconclusive and LDHA inh -7.
For CCCN=C1CC(C)(C)CC(=O)/C1=C(/O)CCC the results were Pol eta inh -22%, BLM helicase inh -4%, GRP78 ERSR act -4%, Pol beta inh inconclusive, Pol kappa inh 0%, APEX1 inh 15%, Anesthetic bind -3%, POLI inh 72%[activator] and LDHA inh -8.
For CN(C(=O)COC(=O)c1cc(-c2ccco2)nc2ccccc12)C1CCS(=O)(=O)C1 (configuration not stated) the results were Pol eta inh 6.3µM*, BLM helicase inh 3.2µM*, GRP78 ERSR act -1%, Pol beta inh inconclusive, Pol kappa inh 20µM*, APEX1 inh 7.9µM*, Anesthetic bind 5%, POLI inh 3.5µM* and LDHA inh -3.
CC(C)(C)NC(=O)C(c1ccc(F)cc1)N(Cc1ccccc1Cl)C(=O)c1ccn[nH]1 (configuration not stated) was read as Pol eta inh -15%, BLM helicase inh -6%, GRP78 ERSR act -3%, Pol beta inh -1%, Pol kappa inh 2%, APEX1 inh -5%, Anesthetic bind inconclusive, POLI inh 11% and LDHA inh -1.
Screening CN(C)c1oc(-c2ccccc2)nc1C#N returned Pol eta inh -3%, BLM helicase inh 3%, GRP78 ERSR act 4%, Pol beta inh 23%, Pol kappa inh -12%, APEX1 inh 9%, Anesthetic bind -3%, POLI inh 13% and LDHA inh 0.
Screening CCc1ccc(NC(=O)C(=S)NC2CCCCC2)cc1 returned Pol eta inh -6%, BLM helicase inh -4%, GRP78 ERSR act 2%, Pol beta inh -21%, Pol kappa inh -15%, APEX1 inh 1%, Anesthetic bind -3%, POLI inh 99%[activator] and LDHA inh -4.
Cc1cc(C(=O)CSc2nc(N)cc(N)n2)c(C)n1C1CC1 was read as Pol eta inh 11%, BLM helicase inh -1%, GRP78 ERSR act 1%, Pol beta inh 6%, Pol kappa inh -1%, APEX1 inh 6%, Anesthetic bind inconclusive, POLI inh 109%[activator] and LDHA inh -11.
`CC(Oc1cc2oc(=O)c3c(c2cc1Cl)CCC3)C(=O)NCCCN1CCOCC1` (configuration not stated) gave Pol eta inh -10%, BLM helicase inh -6%, GRP78 ERSR act -1%, Pol beta inh 28%, Pol kappa inh 9%, APEX1 inh 5%, Anesthetic bind -2%, POLI inh 16% and LDHA inh 0.
O=C(CSc1nnc(CNC(=O)c2ccccc2F)o1)NCCc1ccccc1 was read as Pol eta inh -5%, BLM helicase inh -2%, GRP78 ERSR act 0%, Pol beta inh 24%, Pol kappa inh -6%, APEX1 inh 13%, Anesthetic bind -13%, POLI inh 26% and LDHA inh -4.
`COc1ccc(NC(=O)Cn2cc(C(=O)c3ccccc3)c(=O)c3cc(OC)ccc32)c(OC)c1` gave Pol eta inh 4%, BLM helicase inh -3%, GRP78 ERSR act -2%, Pol beta inh 22%, Pol kappa inh -5%, Anesthetic bind -4%, POLI inh -4% and LDHA inh 5.
`COc1cc(OC)cc(C(=O)N[C@H](C(=O)Nc2ccc(F)cc2F)C(C)C)c1` gave Pol eta inh -6%, BLM helicase inh -3%, GRP78 ERSR act -2%, Pol beta inh -22%, Pol kappa inh -25%, APEX1 inh 10%, Anesthetic bind -14%, POLI inh 5% and LDHA inh -6.
Screening Cc1ccn2c(=O)cc(C)nc2c1 returned Pol eta inh -19%, BLM helicase inh -8%, GRP78 ERSR act -1%, Pol beta inh -1%, Pol kappa inh -12%, APEX1 inh 8%, Anesthetic bind -3%, POLI inh 83%[activator] and LDHA inh -10.
Screening COc1cccc(CNS(=O)(=O)c2c(C(=O)N3CCC(C)CC3)c(C)n(C)c2C)c1 returned Pol eta inh -12%, BLM helicase inh -1%, GRP78 ERSR act 0%, Pol beta inh -1%, Pol kappa inh -14%[60.1 µM], Anesthetic bind 9%, POLI inh 7% and LDHA inh -5.
`Cc1ccc2c(c1)N(C(=O)N1CCC(C(=O)NCc3ccco3)CC1)CC(C)O2` (configuration not stated) gave Pol eta inh -14%, BLM helicase inh 0%, GRP78 ERSR act -1%, Pol beta inh -14%, Pol kappa inh 0%, Anesthetic bind -6%, POLI inh 10% and LDHA inh 5.
Screening O=C(COC(=O)c1ccc2ccccc2n1)NCc1ccccc1 returned Pol eta inh -9%, BLM helicase inh 2%, GRP78 ERSR act -4%, Pol beta inh 12%, Pol kappa inh -12%, APEX1 inh 1%, Anesthetic bind -18%, POLI inh -15% and LDHA inh 8&-11.
`Cc1cc(/C=C(\C#N)C(=O)O)c(C)n1CCC(C)C` gave Pol eta inh -3%, BLM helicase inh -1%, GRP78 ERSR act -5%, Pol beta inh -7%, Pol kappa inh 0%, APEX1 inh -1%, Anesthetic bind -7%, POLI inh -5% and LDHA inh -7.
Screening CC(=O)Nc1cccc(NC(C)=C(C#N)C#N)c1 returned Pol eta inh -22%, BLM helicase inh 1%, GRP78 ERSR act -1%, Pol beta inh -21%, Pol kappa inh 5%, APEX1 inh 6%, Anesthetic bind -7%, POLI inh 21% and LDHA inh -6.
For O=S(=O)(c1ccccc1)N1C2CCC1CC(O)(c1cccnc1)C2 (configuration not stated) the results were Pol eta inh 8%, BLM helicase inh -5%, GRP78 ERSR act 0%, Pol beta inh 12%, Pol kappa inh -11%, APEX1 inh 19%, Anesthetic bind -17%, POLI inh 15% and LDHA inh -7.
O=C(NCC(=O)N(Cc1ccccc1)C(C(=O)NC1CCCC1)c1cccnc1)c1ccco1 (configuration not stated) was read as Pol eta inh 8%, BLM helicase inh 3%, GRP78 ERSR act -7%, Pol beta inh -12%, Pol kappa inh -12%, APEX1 inh 2%, Anesthetic bind -2%, POLI inh inconclusive and LDHA inh -3.
Screening O=C(NCCN1CCCC1)c1ccc(CS(=O)(=O)c2c(Cl)cccc2Cl)o1 returned Pol eta inh -13%, BLM helicase inh 6%, GRP78 ERSR act -4%, Pol beta inh 5%, Pol kappa inh 22%, APEX1 inh 4%, Anesthetic bind -9%, POLI inh -7% and LDHA inh 3.
Screening COc1cccc(CNC(=O)CCc2c(C)c3ccc(O)c(C)c3oc2=O)c1 returned Pol eta inh -19%, BLM helicase inh -8%, GRP78 ERSR act -2%, Pol beta inh 5%, Pol kappa inh 11%, Anesthetic bind 205%[activator], POLI inh 13% and LDHA inh -1.
For O=C1NC(=S)NC1=Cc1ccccc1O the results were Pol eta inh -16%, GRP78 ERSR act 7%, Pol kappa inh 0%, POLI inh 79%[activator] and LDHA inh -4.
